High-throughput results from PubChem BioAssay.
FadD28 binding: inhibitors of FadD28 bisubstrate probe binding, primary screen, biochemical, fluorescence polarization, single point; AID 588549, 2011; Mycobacterium tuberculosis FadD28 fatty-acid-AMP ligase; inhibition, % at 12.5 µM; 360,000 compounds, 0.22% hits; in the data active = inhibition above about 8.5%, passing the limit was not always enough; inconclusive = no clear call, values can overlap the other calls
BoNT-A LC inh2: BoNT/A light chain protease inhibitors, primary screen, biochemical, flow cytometry, MLPCN library; Botulinum neurotoxin type A light chain protease (Clostridium botulinum A str. ATCC 3502); multiplex microsphere protease substrate cleavage; inhibition, % at 10 µM; 360,000 compounds, 0.17% hits; in the data active = inhibition above about 30%; inconclusive = no clear call, values can overlap the other calls; also: plate controls were buffer without enzyme for full effect and enzyme alone for no effect
PrPC TRFRET: inhibitors of human cell surface prion protein PrPC, primary screen, cell-based, TR-FRET; Major prion protein (Homo sapiens), P04156; TR-FRET read-out; inhibition, % at 13.8 µM; 370,000 compounds, 0.43% hits; AID 720596, 2013; in the data active = inhibition above about 24%; also: 0% = median of the test wells and 100% = reference compound wells
BoNT-F LC inh: BoNT/F light chain protease inhibitors, primary screen, biochemical, flow cytometry, MLPCN library | inhibition, % at 10 µM | Multiplex microsphere protease cleavage assay | 360,000 compounds, 0.22% hits | Botulinum neurotoxin type F light chain protease (Clostridium botulinum); in the data active = inhibition above about 35%, passing the limit was not always enough; inconclusive = no clear call, values can overlap the other calls; also: plate controls were buffer without enzyme for full effect and enzyme alone for no effect
Mtb BioA inh: M. tuberculosis BioA enzyme inhibitors, primary screen, biochemical, plate reader, single point, HTS | 7,8-diaminopelargonic acid synthase BioA (Mycobacterium tuberculosis) | 360,000 compounds, 0.096% hits | inhibition, % at 9.99 µM | AID 602481, 2012 | purified M. tuberculosis BioA enzyme; in the data active = inhibition above about 40%; inconclusive = no clear call, values can overlap the other calls
CCHF vOTU inh: CCHFV vOTU protease inhibitors, primary screen, biochemical, Pep-AMC substrate, fluorescence; 370,000 compounds, 0.55% hits; inhibition, % at 11.5 µM; also: 0% = vehicle wells with enzyme and 100% = no enzyme wells
UGM FP inh: M. tuberculosis UGM enzyme inhibitors, primary screen, biochemical, fluorescence polarization, single point. purified UGM, fluorescence polarization probe displacement. inhibition, % at 10 µM. UDP-galactopyranose mutase (Mycobacterium tuberculosis (strain ATCC 25618 / H37Rv)), …. 320,000 compounds, 0.06% hits; in the data active = inhibition above about 10%, passing the limit was not always enough; inconclusive = no clear call, values can overlap the other calls
Target sequence (P9WIQ1 whole entry, looked up): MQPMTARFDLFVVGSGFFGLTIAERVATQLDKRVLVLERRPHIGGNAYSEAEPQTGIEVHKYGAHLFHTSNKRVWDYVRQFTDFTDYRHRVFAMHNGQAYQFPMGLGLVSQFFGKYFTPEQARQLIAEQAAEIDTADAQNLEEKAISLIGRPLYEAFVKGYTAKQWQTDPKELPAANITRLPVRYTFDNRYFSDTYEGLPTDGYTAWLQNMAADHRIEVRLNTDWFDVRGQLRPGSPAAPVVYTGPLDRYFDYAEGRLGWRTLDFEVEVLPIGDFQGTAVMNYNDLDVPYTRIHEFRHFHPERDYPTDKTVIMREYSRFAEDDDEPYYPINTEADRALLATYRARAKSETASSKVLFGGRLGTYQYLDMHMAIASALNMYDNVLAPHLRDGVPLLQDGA
Mtb FBA inh: Mtb FBA enzyme inhibitors, primary screen, biochemical, fluorescence, strain H37Rv; AID 588726, 2011; purified M. tuberculosis FBA, fluorescence read-out; inhibition, % at 1 µM; 360,000 compounds, 2.3% hits; Fructose-bisphosphate aldolase (Mycobacterium tuberculosis (strain ATCC 25618 / H37Rv)), …; in the data active = inhibition above about 27%;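 also: 0% = vehicle and 100% = reference inhibitor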
Target sequence (P9WQA3 whole entry, looked up): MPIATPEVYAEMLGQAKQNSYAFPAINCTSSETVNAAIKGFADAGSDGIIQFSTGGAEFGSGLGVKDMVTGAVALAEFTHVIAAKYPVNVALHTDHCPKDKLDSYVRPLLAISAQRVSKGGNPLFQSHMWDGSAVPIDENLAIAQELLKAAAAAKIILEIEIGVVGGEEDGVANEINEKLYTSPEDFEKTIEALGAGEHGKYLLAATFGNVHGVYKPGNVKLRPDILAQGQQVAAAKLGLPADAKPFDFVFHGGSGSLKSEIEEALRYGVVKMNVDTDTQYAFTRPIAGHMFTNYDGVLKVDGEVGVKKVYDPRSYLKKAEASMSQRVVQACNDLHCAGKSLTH
GDH-TPI inh: GDH-TPI coupling enzyme inhibitors, primary screen, artefact control for M. tuberculosis FBA inhibitor project, biochemical, absorbance, full deck; GDH-TPI coupled enzyme counterscreen, NADH absorbance; inhibition, % at 4.8 µM; 360,000 compounds, 1.2% hits; AID 588335, 2011;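 also: 0% = DMSO wells and 100% = wells lacking the enzyme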
An asterisk follows results filed as active; ? = inconclusive; . = not tested or not shown. Rule as the data show it, unless noted: active = inhibition above about 30%; inactive = the rest.

SMILES	FadD28 binding	BoNT-A LC inh2	PrPC TRFRET	BoNT-F LC inh	Mtb BioA inh	CCHF vOTU inh	UGM FP inh	Mtb FBA inh	GDH-TPI inh
CN1C(=O)CSc2ccc(NC(=O)N3CCC(N4CCCCC4)CC3)cc21	-0.6	-0.1	-2	-65	-0.6	-12	1.6	5	-1
Cc1noc(C)c1COC(=O)C1CCN(C(=O)c2ccc(Cl)cc2)CC1	-0.5	0.6	-7	2	.	14	-0.5	-1	-1
CCC(CC)CN1CCC(CN2C(=S)NC[C@@H]2CC(C)C)CC1	-3.4	-0.2	-9	1	1.3	1	.	0	-6
COc1ccc(/C=N/NC(=O)COc2ccccc2-c2ccccc2)cc1	-7.4	0.9	14	26	-0.9	17	-3.3	-3	2
O=C(c1cnc2n(c1=O)CCS2)N1CCN(c2ccc(Cl)c(Cl)c2)CC1	-0.7	-1.4	.	-11	2.3	.	-2.8	-7	6
Nc1nc(NCc2ccco2)nc(N2CCCCCC2)c1[N+](=O)[O-]	-2.6	-0.6	11	-4	1.8	-3	.	3	15
CCC1=C(CC2NCCc3ccccc32)CC2c3cc(OC)c(OC)cc3CCN2C1 (stereo not drawn)	-1.4	-1.9	76*	3	.	-4	.	8	11
O=C(Nc1oc2ccccc2c(=O)c1-c1ccc(Br)cc1)c1ccco1	0.2	1.1	-17	-1	7.1	21	-4.5	2	18
CC1=C(C(=O)N(C)C)CC(CC(=O)NCc2cccc3ccccc23)C(=O)N1CCC1=CCCCC1 (stereo not drawn)	-2.4	-0.2	-8	-6	-0.1	0	.	-1	-4
CC(OC(=O)Cc1c[nH]c2ccccc12)C(=O)Nc1ccccc1F (stereo not drawn)	1.2	1.2	3	6	-1.7	-2	-3.8	3	-5
O=C(Cc1csc(NC(=O)Nc2cccc(Cl)c2)n1)NCc1ccccn1	-9.3	-2.4	4	-7	-1.7	-7	0.6	-2	-4
O=C(NCCc1ccc(F)cc1)C1CCN(C(=O)Nc2ccccc2)CC1	-3.4	-0.5	5	-1	-0.2	-11	-1.0	-1	15
O=[N+]([O-])c1ccc(-c2c[nH]c(=S)[nH]2)cc1	-1.9	0.7	-21	-17	2.4	-2	3.4	-1	18
COc1ccc(NS(=O)(=O)c2cc(N)ccc2N2CCCC2)cc1	-1.4	0.7	1	-29	14	0	-1.5	5	12
CCOc1ccc(/C(O)=C2/C(=O)C(=O)N(CCN(CC)CC)C2c2ccco2)cc1 (stereo not drawn)	-1.4	0.4	6	-5	2.5	1	0.7	1	11
CCOc1ccc(N(CC(=O)NC2CC3CCC2C3)S(=O)(=O)c2ccccc2)cc1 (stereo not drawn)	-3.7	-0.5	-8	1	1.6	5	2.0	-3	-4
O=C(CCn1cccc1)N1CCc2ccccc21	-2.1	-0.2	4	-6	0.6	16	-2.6	0	4
CCC(=O)n1nc(-c2ccco2)nc1N	-0.8	-0.1	-4	-3	0.2	0	-0.4	6	5
Cc1ccccc1-c1nnn(C/C(N)=N/O)n1	0.0	-0.1	9	0	.	6	-1.2	-1	10
COc1ccc(C2c3ccc4ccccc4c3Oc3ncn(Cc4ccco4)c(=N)c32)cc1OC (stereo not drawn)	-4.6	-3.9	14	-18	0.4	-3	-0.6	0	6

The closing six compounds of the section above open the next one.
SMILES	FadD28 binding	BoNT-A LC inh2	PrPC TRFRET	BoNT-F LC inh	Mtb BioA inh	CCHF vOTU inh	UGM FP inh	Mtb FBA inh	GDH-TPI inh
CCOc1ccc(/C(O)=C2/C(=O)C(=O)N(CCN(CC)CC)C2c2ccco2)cc1 (stereo not drawn)	-1.4	0.4	6	-5	2.5	1	0.7	1	11
CCOc1ccc(N(CC(=O)NC2CC3CCC2C3)S(=O)(=O)c2ccccc2)cc1 (stereo not drawn)	-3.7	-0.5	-8	1	1.6	5	2.0	-3	-4
O=C(CCn1cccc1)N1CCc2ccccc21	-2.1	-0.2	4	-6	0.6	16	-2.6	0	4
CCC(=O)n1nc(-c2ccco2)nc1N	-0.8	-0.1	-4	-3	0.2	0	-0.4	6	5
Cc1ccccc1-c1nnn(C/C(N)=N/O)n1	0.0	-0.1	9	0	.	6	-1.2	-1	10
COc1ccc(C2c3ccc4ccccc4c3Oc3ncn(Cc4ccco4)c(=N)c32)cc1OC (stereo not drawn)	-4.6	-3.9	14	-18	0.4	-3	-0.6	0	6
Cn1c(SCC(=O)NC2CC2)nnc1-c1ccco1	0.3	-0.5	1	-27	-0.4	3	5.6	1	6
Cc1ccc(N(C(=O)c2csnn2)C(C(=O)NC2CCCCC2)c2cccnc2)cc1 (stereo not drawn)	-2.4	1.3	4	9	0.3	6	1.9	-1	5
CCOC1CC(C)(C)NC(=S)N1 (stereo not drawn)	-0.9	-0.7	-5	-2	1.3	-1	0.3	4	-2
O=C(CCS(=O)(=O)c1cccc2nsnc12)N1CCN(C(=O)c2ccco2)CC1	-0.4	0.4	-43	9	-0.6	-6	1.4	4	10
COc1cc(/C=N/NP(=S)(c2ccccc2)c2ccccc2)ccc1O	0.4	-0.9	7	-2	2.9	1	0.3	-2	12
CCOC(=O)c1sc(=S)n(CC)c1NC(=O)C1CC1	-2.0	0.7	-4	-14	-0.3	10	1.7	2	35*
O=C(CSc1nc2ccccc2s1)NCC1CCCO1 (stereo not drawn)	0.9	-0.1	8	2	-0.5	-8	-2.8	3	-4
Cc1nn(-c2ccccc2)c2c1C(c1cccc([N+](=O)[O-])c1)N(c1ccccc1)C(=O)N2 (stereo not drawn)	-1.4	-3.1	-4	-22	1.9	9	0.5	-4	-2
COc1ccc(OCC(=O)Nc2cccc(OC)c2)cc1	-0.2	-2.9	13	-4	1.0	-4	-2.6	1	17
Cc1ccc(N(CC(=O)NCc2ccc(F)cc2)C(=O)c2snc(C(N)=O)c2N)cc1C	-1.6	-1.2	-7	3	-0.3	10	1.5	1	6
CC1CCCC(NC(=O)C2c3ccccc3C(=O)N2Cc2cccs2)C1C (stereo not drawn)	0.6	-0.1	10	-7	0.3	9	-2.4	0	4
O=C(O)c1ccccc1/C=N/N1CCN(C2c3ccccc3-c3ccccc32)CC1	-0.9	-0.9	7	-5	0.8	3	0.2	1	7
COC(=O)CC1=C(C)C(=O)CC2C(C)(C)CCCC12C (stereo not drawn)	-0.9	-1.0	4	-13	0.0	-6	-1.4	1	2
CCCCC[C@H](C)N1C[C@@H](COCc2ccccc2)Oc2cc(N3CC[C@H](O)C3)ccc2S1(=O)=O	.	-0.8	0	-9	.	40*	.	.	.
Cc1ccccc1N(CC(=O)Nc1ccc(F)cc1)S(C)(=O)=O	-2.2	-0.3	3	-2	2.2	3	2.3	1	0
CC1CCCCC1NC(=O)c1ccco1 (stereo not drawn)	-0.7	.	1	.	-0.6	8	.	2	4
CNC(=O)/C(C#N)=C/c1cccc(Oc2ccccc2)c1	-2.5	1.4	-3	3	2.5	-5	0.6	-2	19
CSc1ccccc1OCc1cc(C(=O)N(C)CCc2c(C)n[nH]c2C)no1	-0.2	-1.0	0	0	0.0	4	0.9	-1	6
Cc1cnc(C)c(Nc2nc(C(N)Cc3ccc(Cl)cc3)cs2)n1 (stereo not drawn)	-5.5	0.3	-4	-24	0.8	17	.	-1	4
COc1ccccc1NC(=O)c1cc([N+](=O)[O-])ccc1N1CCOCC1	-0.8	-0.1	-28	5	1.6	5	0.8	-5	12

Some of these compounds in order of count of non-hydrogen atoms, lowest first.
SMILES	FadD28 binding	BoNT-A LC inh2	PrPC TRFRET	BoNT-F LC inh	Mtb BioA inh	CCHF vOTU inh	UGM FP inh	Mtb FBA inh	GDH-TPI inh
Cc1cnc(C)c(Nc2nc(C(N)Cc3ccc(Cl)cc3)cs2)n1 (stereo not drawn)	-5.5	0.3	-4	-24	0.8	17	.	-1	4
CC1CCCC(NC(=O)C2c3ccccc3C(=O)N2Cc2cccs2)C1C (stereo not drawn)	0.6	-0.1	10	-7	0.3	9	-2.4	0	4
O=C(O)c1ccccc1/C=N/N1CCN(C2c3ccccc3-c3ccccc32)CC1	-0.9	-0.9	7	-5	0.8	3	0.2	1	7

Later entries.
SMILES	FadD28 binding	BoNT-A LC inh2	PrPC TRFRET	BoNT-F LC inh	Mtb BioA inh	CCHF vOTU inh	UGM FP inh	Mtb FBA inh	GDH-TPI inh
COc1cccc(CN2CCN(Cc3nc(C(C)C)cs3)CC2CCO)c1 (stereo not drawn)	-0.2	-0.3	-8	3	.	-4	2.5	1	7
CC(C)C[C@@H](COCc1ccc(F)cc1)N1CCN(C(=O)c2cccc(C(F)(F)F)c2)CCC1=O	.	-0.3	10	2	.	31*	.	.	.
CN=C(NC(=O)Nc1c(C)cccc1C)NC(=O)Nc1c(C)cccc1C	-0.4	0.1	3	0	-0.8	0	-1.2	3	4
Fc1ccc(N/N=C(/c2ccccc2)c2ccccn2)cc1	-2.4	-0.4	9	-1	.	6	1.3	2	7
CCOc1ccccc1CN1CCN(Cc2c[nH]c3ccccc23)CC1CCO (stereo not drawn)	0.1	4.2	-3	?	-1.8	-4	4.8	0	6
N#Cc1ccccc1NCC(=O)N1CCN(S(=O)(=O)c2ccccc2)CC1	0.8	-0.7	5	-4	0.7	-8	-4.1	1	13
O=C1[C@@H]2[C@@H]3C[C@@H]([C@H]4ON=C(c5ccc(OCc6ccccc6)cc5)[C@@H]34)[C@@H]2C(=O)N1c1ccc2c(c1)OCO2	-2.8	-0.1	3	4	.	-5	1.6	3	2
O=c1cc(-c2ccc(O)cc2)oc2c(C3OCC(O)C(O)C3O)c(O)c(C3OC(CO)C(O)C(O)C3O)c(O)c12 (stereo not drawn)	1.3	-0.7	-1	-16	-0.6	4	-1.0	1	30
Cc1cc(NC(=O)C2Oc3ccccc3OC2C)no1 (stereo not drawn)	-1.7	0.1	3	-4	.	-7	1.8	-3	-3
CC(C)CC(=O)Nc1nnc(SCC(=O)Nc2ccc(F)cc2)s1	-2.6	-0.2	7	-4	.	-7	-0.7	0	-3
O=C1Nc2ccccc2Oc2cc([N+](=O)[O-])ccc21	0.9	0.8	-32	2	.	9	2.5	-6	3
COc1ccccc1OCCCCn1ncc2ccc(OC)c(OC)c2c1=O	-0.5	-0.3	10	-5	0.2	-9	2.1	3	1
COc1cc(OC)cc(C(=O)NNC(=O)Cc2cccs2)c1	-3.0	0.7	-1	0	-0.8	6	-0.7	1	10
Cc1cccc(C(=O)NNS(=O)(=O)c2ccccc2)c1O	-1.7	-0.2	-8	-4	.	-6	-0.4	3	-5
CN1C(=O)c2cccc(NC(=O)Cc3ccccc3)c2C1=O	-1.0	0.3	-6	-4	0.7	-12	3.9	16	-2
Cc1ccsc1C(=O)N1CCN(S(=O)(=O)c2cccc(F)c2)CC1	0.5	2.4	-5	2	0.7	10	0.4	2	-10
O=S(=O)(c1ccc(N2CCCC2)cc1)C(F)(F)F	-0.8	0.7	11	1	-3.0	1	3.0	-1	5
COc1ccc(NC(=O)c2ccc(-c3c(C)noc3C)c3ccoc23)cn1	-6.9	-0.4	-7	9	4.2	5	.	-1	-5
COCn1c(-c2cccc(Br)c2)nc2ccccc21	-5.9	?	21	0	1.6	-4	0.5	4	-2

Not a hit list; overall some 4.8% were active at least once.
